# FAS-TE inh – FAS thioesterase domain inhibitors, primary screen, biochemical, fluorescence intensity, uHTS; 360,000 compounds, 0.67% hits; AID 602261, 2012; recombinant FAS-TE, OMFH fluorogenic substrate, fluorescence endpoint; Fatty acid synthase (Homo sapiens), P49327; inhibition, % at 15 µM;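 active = compounds whose normalised, plate-corrected inhibition of enzyme fluorescence in the single-dose primary screen is 50% or more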;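 note: 0% = DMSO with enzyme and 100% = substrate without enzyme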
# Neddylation inh – inhibitors of cullin neddylation, primary screen, biochemical, TR-FRET, uHTS, NAE and Ubc12; NEDD8-conjugating enzyme Ubc12 (Homo sapiens) + NEDD8-activating enzyme E1 regulatory …; calls only at 25 µM; 360,000 compounds, 0.58% hits; in the data active = inhibition above about 36%
# Target sequence (P61081 whole entry, looked up): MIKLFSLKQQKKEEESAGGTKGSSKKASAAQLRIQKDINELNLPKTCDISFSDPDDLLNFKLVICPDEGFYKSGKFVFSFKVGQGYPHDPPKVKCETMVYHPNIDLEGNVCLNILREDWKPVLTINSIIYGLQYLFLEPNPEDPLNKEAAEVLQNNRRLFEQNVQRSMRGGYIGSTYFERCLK
# Target sequence (Q13564 whole entry, looked up): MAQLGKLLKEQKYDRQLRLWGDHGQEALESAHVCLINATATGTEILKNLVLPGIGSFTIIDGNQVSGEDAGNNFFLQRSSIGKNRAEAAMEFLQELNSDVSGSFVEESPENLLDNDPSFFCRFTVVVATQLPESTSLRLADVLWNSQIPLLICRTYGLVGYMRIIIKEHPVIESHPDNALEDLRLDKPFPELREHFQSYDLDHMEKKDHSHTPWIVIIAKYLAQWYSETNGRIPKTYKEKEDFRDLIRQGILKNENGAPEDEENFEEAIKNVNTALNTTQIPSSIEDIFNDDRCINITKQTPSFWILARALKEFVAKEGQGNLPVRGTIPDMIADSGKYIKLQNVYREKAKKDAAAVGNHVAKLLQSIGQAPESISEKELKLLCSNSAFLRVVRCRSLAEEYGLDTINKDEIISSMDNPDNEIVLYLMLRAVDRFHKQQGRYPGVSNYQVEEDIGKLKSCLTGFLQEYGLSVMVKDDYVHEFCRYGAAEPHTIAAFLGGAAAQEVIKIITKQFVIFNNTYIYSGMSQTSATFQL
# bovine MsrA act – bovine MsrA enzyme activators, primary screen, biochemical, absorbance, HTS; Methionine sulfoxide reductase A (Bos taurus); purified bovine MsrA, absorbance read-out; activation, % at 10.6 µM; 360,000 compounds, 0.3% hits; AID 602163, 2012; in the data active = activation above about 7.5%;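 note: 0% = vehicle and 100% = reference activator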
# Rin1-Abl PPI inh – inhibitors of Rin1-Abl protein binding, primary screen, biochemical, TR-FRET. Tyrosine-protein kinase ABL1 (Homo sapiens) + Ras and Rab interactor 1 (Homo sapiens), …. 360,000 compounds, 0.4% hits. inhibition, % at 7.35 µM; in the data active = inhibition above about 5%, passing the limit was not always enough
# E coli Lon inh – inhibitors of E. coli Lon protease, primary screen, biochemical, fluorescence polarization. purified E. coli Lon protease. P0A9M0. AID 602123, 2011. inhibition, % at 7.94 µM. 360,000 compounds, 0.42% hits; in the data active = inhibition above about 13%, passing the limit was not always enough;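 note: 0% = enzyme with probe and DMSO and 100% = no enzyme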
# NRP1-CendR mod – modulators of CendR peptide binding to NRP-1, primary screen, biochemical, fluorescence polarization, uHTS; Neuropilin-1 (Homo sapiens), O14786; FAM-RPARPAR peptide binding to NRP-1; inhibition, % at 25 µM; 360,000 compounds, 0.85% hits; AID 602438, 2012;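 active = inhibition or corrected inhibition above about 18%, plus a signal ratio from 0.5 to 1.5, limit read from the data, passing the limit was not always enough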; note: strong numbers were not always called active
# MT1-MMP act inh – blockers of MT1-MMP proenzyme processing, primary screen, HT1080 RFP-PRO-GFP cells, GFP/RFP fluorescence. AID 651647, 2012. Matrix metalloproteinase-14 (Homo sapiens), P50281. GFP/RFP ratio change, % at 20 µM. GFP/RFP ratio fluorescence, overnight; percent of plate control window, DMSO zero. 360,000 compounds, 0.061% hits;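 active = GFP/RFP ratio change of at least 30% with cell ATP level not reduced by more than half and red fluorescence within 50% of control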; note: strong numbers were not always called active
#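 system = RFP-PRO-GFP reporter HT1080 cells | dosing = 20 µM single dose, 1% DMSO | timing = overnight cell settling, then overnight compound exposure, 37 °C, 5% CO2 | read-out basis = GFP/RFP fluorescence ratio | controls = DMSO and RFP-L50D-GFP cell wells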
# MLLE-PAM2 inh – inhibitors of PABP1 MLLE–PAM2 peptide binding, primary screen, biochemical, fluorescence polarization, FITC-PAM2, GST-MLLE. Polyadenylate-binding protein 1 (Homo sapiens), P11940. inhibition, % at 20 µM. 360,000 compounds, 0.36% hits. AID 588489, 2011; in the data active = inhibition above about 35%, passing the limit was not always enough;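 note: plate controls were DMSO wells with GST-MLLE for no effect and wells lacking GST-MLLE protein for full effect; some results filed as inactive read as strong as hits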
# SKN-1 block – suppressors of acrylamide-induced Pgst-4::GFP reporter in worms, primary screen, SKN-1 inhibitor project, whole organism, uHTS, GFP/RFP fluorescence ratio, strain VP596. inhibition, % at 21.8 µM. 360,000 compounds, 0.49% hits. C. elegans VP596 Pgst-4::GFP/RFP ratio, 24 h;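 active = interference check ratio from 0.5 to 1.5 plus GFP to RFP signal ratio inhibition reaching or exceeding a fixed threshold, cut at about 30% in these data, passing the limit was not always enough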; note: some compounds called inactive have numbers as strong as hits
# Active calls of the source: *; i = inactive; nt = no result given.
SMILES,FAS-TE inh,Neddylation inh,bovine MsrA act,Rin1-Abl PPI inh,E coli Lon inh,NRP1-CendR mod,MT1-MMP act inh,MLLE-PAM2 inh,SKN-1 block
CC(C)CC(OC(=O)c1ccc(Cl)nc1)C(=O)NC1CCCC1 (centres undefined),0.3,i,-2.6,2.6,6.8,5.5,2.9,6.7,10.9
CCOC(=O)c1ccc(-c2cccc(-c3cc(=O)oc4cc(OC)cc(OC)c34)c2)cc1,22.4,i,-1.3,-5.0,-5.8,7.7,-11.4,-9.0,8.1
O=C(c1ccc(Cl)c(S(=O)(=O)N2CCCCCC2)c1)N1CCCC(C(F)(F)F)C1 (centres undefined),12.7,i,-9.3,5.3,7.2,10.5,-1.2,10.8,5.9
CCCCN(C(=O)c1[nH]c(C)c(C(=O)OCC)c1C)c1c(N)n(CCCC)c(=O)[nH]c1=O,-4.5,i,-2.2,-2.0,-4.2,0.7,1.4,-33.3,5.1
COc1cccc(C#CC2=CC(=O)C[C@H](c3ccc(F)cc3)C2)c1,30.4,i,-1.5,-1.6,-4.7,1.1,-0.7,-11.2,-3.4
CCC1CCCCN1CCNS(=O)(=O)c1ccc2c(c1)CCN2C(C)=O (centres undefined),-4.2,i,-5.5,-0.3,-7.2,-2.7,-3.4,-5.4,-16.8
O=C(CN1CCN(Cc2cccc(Cl)c2)C1=O)NCC1CCCO1 (centres undefined),-8.8,i,-2.1,-4.3,3.3,1.2,-0.2,-2.6,-11.2
CCn1c(CC(=O)Nc2ccccc2F)nnc1SCC(=O)NC1CCCCC1,-4.0,i,-7.4,2.9,-3.4,-9.3,-0.8,-4.1,-6.2
Brc1ccc(-c2nn[nH]n2)cc1,-8.2,i,-5.2,-0.3,-2.4,-10.7,1.1,-4.5,1.9
S=C(NCc1ccco1)N1CCN(C(c2ccccc2)c2ccccc2)CC1,27.6,i,-3.1,0.1,3.6,-5.5,-12.5,-107.2,8.8
CCOc1ncccc1C(=O)Nc1c(C)n(C)n(-c2ccccc2)c1=O,-5.1,i,-3.0,-1.2,-7.4,11.6,-1.2,-2.3,-7.2
Cc1ccccc1C(=O)Nc1c(C(=O)N2CCCC2)cnn1-c1ccccc1,-8.9,i,-2.5,-3.0,-1.2,10.4,-0.5,4.7,11.6
Cc1ccc(S(=O)(=O)N2CCC(C(=O)OCC(=O)N(Cc3ccccc3)C(C)(C)C)CC2)cc1C,38.9,i,-2.4,4.1,1.8,-13.0,2.8,9.3,7.7
CC(=O)NC1CC2CCCC(C1)N2CC(=O)Nc1ccccc1 (centres undefined),-2.4,i,-5.3,-0.5,-1.1,-1.8,-4.7,3.9,-18.6
O=Cc1cn(CCC(=O)O)nc1-c1cccc(Cl)c1,-3.9,i,-4.2,2.6,-3.9,-13.3,1.6,10.9,-7.7
CCCNC(=O)Cn1c(=O)n(CC(=O)N2CCCCC2)c(=O)c2sccc21,-6.3,i,-4.3,-2.4,1.0,1.8,-0.3,1.1,-3.2
CCN(CC(=O)Nc1c(F)cccc1F)C(=O)CCOc1ccccc1,-6.9,i,-10.0,-1.2,1.2,-2.4,-0.5,7.3,-13.3
O=C(CC(=O)Nc1cccc(Cl)c1)N/N=C\c1ccccc1,3.8,i,-5.0,2.1,1.4,6.0,3.3,-8.8,-17.5
CC(=O)C1=C(C)OC(N)=C(C#N)C1c1cccc2ccccc12 (centres undefined),3.8,i,-2.1,0.4,-12.7,6.4,-5.8,13.1,1.8
CCCc1cc(C(=O)Nc2ccc(C)cc2)no1,4.2,i,-3.0,-3.8,-2.0,3.7,-2.0,3.2,20.6
CN(C)S(=O)(=O)c1ccc(C(=O)OCCN=C2NS(=O)(=O)c3ccccc32)cc1,-1.3,i,-2.2,0.3,3.3,-4.2,-3.8,-5.3,1.9
COc1ccc(N2CCN(C(=O)COC(=O)Cc3ccc(F)cc3)CC2)cc1,-2.8,i,-5.6,-1.0,1.0,-7.7,1.4,4.0,16.9
COc1ccc(/C=C2/SC(=O)N(CCC(=O)Nc3ccccc3)C2=O)cc1OC,-2.5,i,-4.2,3.0,-5.0,-15.2,-19.2,-0.1,-2.1
Nc1nnc(SCC(=O)NC2CCCC2)s1,-7.6,i,-3.0,-1.2,3.2,4.6,-0.8,-7.3,5.4

# Four successive entries out of the list so far, for reference:
SMILES,FAS-TE inh,Neddylation inh,bovine MsrA act,Rin1-Abl PPI inh,E coli Lon inh,NRP1-CendR mod,MT1-MMP act inh,MLLE-PAM2 inh,SKN-1 block
CN(C)S(=O)(=O)c1ccc(C(=O)OCCN=C2NS(=O)(=O)c3ccccc32)cc1,-1.3,i,-2.2,0.3,3.3,-4.2,-3.8,-5.3,1.9
COc1ccc(N2CCN(C(=O)COC(=O)Cc3ccc(F)cc3)CC2)cc1,-2.8,i,-5.6,-1.0,1.0,-7.7,1.4,4.0,16.9
COc1ccc(/C=C2/SC(=O)N(CCC(=O)Nc3ccccc3)C2=O)cc1OC,-2.5,i,-4.2,3.0,-5.0,-15.2,-19.2,-0.1,-2.1
Nc1nnc(SCC(=O)NC2CCCC2)s1,-7.6,i,-3.0,-1.2,3.2,4.6,-0.8,-7.3,5.4

# New compounds follow:
SMILES,FAS-TE inh,Neddylation inh,bovine MsrA act,Rin1-Abl PPI inh,E coli Lon inh,NRP1-CendR mod,MT1-MMP act inh,MLLE-PAM2 inh,SKN-1 block
Cc1ccccc1-c1nc(C#N)c(N2CCCCC2)o1,16.6,nt,-4.0,0.4,12.3,1.1,4.2,3.3,24.7
Cc1ccc(C2(c3ccc(C)cc3)CC2C(=O)NCc2cccnc2)cc1 (centres undefined),16.4,i,0.4,-2.3,5.1,-5.8,-3.9,-13.1,8.9
CC1CC(NC(=S)N(C)C)CC(C)(C)C1 (centres undefined),-4.4,i,0.8,0.7,2.2,4.3,-0.7,-133.9,14.8
CC(C)OC(=O)c1ccccc1C(=O)c1ccc(N)c([N+](=O)[O-])c1,7.1,i,4.5,-0.3,4.3,6.7,-6.0,13.1,-0.7
COc1ccc(C(=O)COc2ccc(NC(C)=O)cc2)cc1,-1.7,i,-2.2,-3.5,-9.9,5.1,7.1,6.0,6.6
COCCNC(=O)/C(C#N)=C1\N=C(NC(=O)c2cccs2)c2ccccc21,-7.2,i,-5.6,-5.2,-1.8,-11.5,-0.7,-13.7,-6.2
N#CCCn1cc(C(=O)N2CCCCC2)c(-c2cccc([N+](=O)[O-])c2)n1,4.3,i,-1.6,-1.5,0.3,-4.5,-0.8,3.6,6.7
Cc1ccc(S(=O)(=O)N2CN(Cc3ccco3)c3nc4ccccc4nc32)cc1,7.5,i,3.5,-3.6,2.8,-35.2,-11.6,-4.8,10.2
COCCN(Cc1nc2ccccc2c(=O)[nH]1)C(=O)COc1c(C)cc(Cl)cc1C,7.1,i,-0.9,0.2,-5.8,-2.7,-4.5,-6.9,2.3
O=[N+]([O-])c1ccc(-c2nc(-c3ccncc3)no2)cc1,6.2,i,-0.2,-2.5,3.7,11.1,1.2,5.7,1.3
Cc1ccc(CNC(=O)C(c2ccccc2)c2ccccc2)cc1,12.6,i,-3.8,-0.5,5.3,14.5,-1.1,-4.0,0.6
NC1=NC(=O)C(Cc2ccc(Br)cc2)S1 (centres undefined),-6.3,i,-2.4,2.0,-5.0,0.4,2.3,14.2,12.7
COc1ccc(Nc2cc(C(=O)NCCCN3CCN(C)CC3)c3ccccc3n2)cc1OC,-10.3,i,-0.3,-4.6,4.4,7.4,5.4,11.5,21.0
CC1(OC(=O)C2CCCC2)C(=O)C=C2C=C(c3ccsc3)N(C3CC3)C=C2C1=O (centres undefined),-8.4,i,-4.3,-1.0,8.0,-18.2,-3.4,-7.8,9.2
Cc1cccc(NC(=S)NN2CCOCC2)c1C,-3.7,i,-3.7,0.1,-2.6,0.6,0.2,-4.4,-4.8
Cc1ccc2c(c1)P(=O)(O)c1cc(C)ccc1O2,-5.0,i,-2.4,0.6,-0.9,16.7,-0.1,27.9,13.2
Cc1ccc(S(=O)(=O)N/N=C\c2ccc(Cl)c([N+](=O)[O-])c2)cc1,36.5,i,-0.9,-0.5,-1.0,0.4,-4.7,-22.1,5.5
N#CC1(C#N)C(C(=O)C23CC4CC(CC(C4)C2)C3)C12CCOCC2 (centres undefined),3.7,i,-2.1,-4.4,4.1,-5.3,-3.0,6.0,11.7
Cc1ccc(NC(=O)C2COc3ccccc3O2)c(C)c1 (centres undefined),3.0,i,-1.7,0.3,-2.4,14.5,-1.9,-1.2,14.9
CN(Cc1cn(Cc2ccc(F)cc2)nn1)C1CN(Cc2cn(Cc3ccc(F)cc3)nn2)S(=O)(=O)C1 (centres undefined),-14.5,i,-1.3,nt,-1.3,4.2,4.2,nt,8.1
CC(C)N1CC(O)=C(c2nc3ccccc3c(=O)[nH]2)C1=N,3.6,nt,-7.4,3.3,-3.5,0.0,6.3,-0.4,6.1
COc1cc(COCC(O)CN2CCOCC2)cc(OC)c1OC (centres undefined),-5.2,i,-4.5,-3.3,8.7,13.7,7.5,5.5,27.3
CC(NC(=O)C1CCCN1S(=O)(=O)c1ccccc1)c1ccccc1 (centres undefined),-2.7,i,-5.4,2.5,1.1,-4.1,-3.6,-0.5,-27.2
O=C(O)CC1c2ccccc2CCN1S(=O)(=O)c1cccs1 (centres undefined),-7.0,i,-3.1,1.9,10.8,-3.4,-2.2,6.5,-2.5
Cc1cc(F)ccc1S(=O)(=O)N1CCCOC1CNC(=O)C(=O)NCCc1ccco1 (centres undefined),-2.2,i,-3.8,3.1,-13.7,0.0,0.6,-17.4,0.2
Cc1cc(C)cc(N=C(NO)c2cccc([N+](=O)[O-])c2)c1,-4.8,i,-3.5,1.4,-13.5,-0.9,4.4,-4.4,0.3
CCN(CC)S(=O)(=O)c1ccc(N2CC(C(=O)NCc3cccnc3)CC2=O)cc1 (centres undefined),-1.1,i,-2.6,3.2,-0.5,-0.3,1.1,6.9,1.0
O=C1OCC/C1=C\c1ccccc1,-9.9,i,-1.8,-3.1,-2.2,7.1,-3.2,6.3,-0.2
CCOc1ccccc1/C=C/c1cc(C(=O)O)c2ccccc2n1,-2.5,i,-3.7,-2.7,-1.1,-4.3,1.0,10.6,8.4
O=C(CN1CCN(S(=O)(=O)c2ccc(Br)cc2)CC1)Nc1ccc2c(c1)OCCO2,11.3,i,-1.4,5.0,-12.0,0.3,-0.8,5.9,-6.1
COc1cccc(CN2CC(O)=C(c3nc(-c4ccc(Cl)cc4)cs3)C2=N)c1,-2.8,i,3.6,-0.8,5.1,-100.4,-1.0,-13.2,4.4
CCC1=NC(c2ccc(OC)cc2)N(O)C1(C)C (centres undefined),-9.2,i,2.1,0.4,-5.1,-6.3,6.5,-5.2,8.9
CCOc1cc2[nH]c(=S)n(C(C)C)c(=O)c2cc1OCC,4.6,i,-4.3,-0.5,5.0,-3.4,-0.8,-35.3,8.8
C/C(=N\NS(=O)(=O)c1ccc([N+](=O)[O-])cc1)c1c[nH]c2ccccc12,49.0,i,-0.4,-1.8,-4.3,7.0,1.4,-3.0,10.8
Cc1ccc(NC(=S)c2nc3ccccc3s2)cc1,16.9,i,-6.3,-1.7,3.0,0.2,1.4,-78.8,35.3*

# High-throughput results (PubChem BioAssay)
